Screening results as filed in PubChem.
Runt-CBFb FRET: blocks binding of human RUNX1 Runt domain to CBFb. Cerulean-Runt/Venus-CBFb FRET ratio 530/480, 1 h. inhibition, % at 20 µM. 220,000 tested, 0.46% active. AID 1496;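 active = inhibition over about 50% at 20 µM in the single-dose screen, limit read from the data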;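 note: 0% = DMSO wells and 100% = excess unlabeled CBFb competitor control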
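Assay system: Cerulean-tagged RUNX1 Runt domain (FRET donor) fusion protein / Amount: 100 nM each of Venus-CBFb and Cerulean-Runt domain / Medium: Tris buffer pH 7.5 with salts and BSA / Also added: Venus-CBFb 100 nM / Schedule: 1 h complex formation plus 1 h compound treatment, room temperature / Signal: FRET fluorescence / Read-out: loss of energy transfer signal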
Runt-SMMHC FRET: blocks binding of human RUNX1 Runt domain to CBFb-SMMHC; Q01196+Q13951; inhibition, % at 20 µM; 220,000 tested, 0.74% active; Cerulean-Runt/Venus-CBFb-SMMHC FRET ratio 530/480, 1 h;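 active = mean inhibition across duplicate retests at 20 µM reaching about 50%, limit read from the data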;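 note: 0% = DMSO wells and 100% = wells with excess untagged CBFb-SMMHC; inhibitors lower the FRET ratio by blocking Runt binding to CBFb-SMMHC; some results filed as inactive read as strong as hits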
hK5 inh: inhibitors of human kallikrein 5 | recombinant hK5, fluorogenic AMC substrate cleavage | Q9Y337 | inhibition, % at 5 µM | 210,000 tested, 0.59% active;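 active = inhibition of 40% or more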;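 note: 0% = enzyme controls without compound and 100% = no-enzyme blanks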
Target sequence (Q9Y337 67-293 limits assumed): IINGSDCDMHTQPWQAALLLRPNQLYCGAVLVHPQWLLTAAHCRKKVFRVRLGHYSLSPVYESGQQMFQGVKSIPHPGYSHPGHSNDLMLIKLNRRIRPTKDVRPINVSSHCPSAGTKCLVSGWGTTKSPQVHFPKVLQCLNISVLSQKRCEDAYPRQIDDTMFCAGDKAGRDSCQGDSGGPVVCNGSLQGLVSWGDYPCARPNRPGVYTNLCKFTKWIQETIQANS
Wee1 degr inh: human Wee1 degradation inhibition, primary screen; P30291; AID 1321; 220,000 tested, 1.2% active; reporter increase, % at 5 µM; HeLa Luc-Wee1K328M stability, luciferase luminescence; 100% = proteasome inhibitor MG132 effect;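 active = activation above the mean of all tested compounds plus 3 SD, set per screening run, cut at about 8.8% in these data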;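 note: cells exposed to compound for 20 h before luminescence read; 0% = DMSO alone and 100% = MG132 at 30 µM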
Thrombin inh: blocks human thrombin protease activity; P00734; alpha-thrombin, Boc-VPR-AMC fluorogenic substrate cleavage; inhibition, % at 5 µM; 220,000 tested, 0.26% active; AID 1046;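 active = inhibition at or above 40%; inactive = inhibition below 40%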;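 note: 0% = enzyme with no compound and 100% = wells without enzyme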
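System – human alpha-thrombin · Medium – pH 7.5 Tris (50 mM) with NaCl 150 mM, Tween 20 0.05% · Compound – single-point dosing at 5 µM, 0.2% DMSO · Incubation – enzyme reaction carried out at room temperature · Technique – fluorescence of released AMC, ex 355 nm, em 460 nm · Read-out basis – % inhibition of thrombin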
FXIa inh: blocks human coagulation factor XIa protease activity. P03951. purified FXIa, Boc-Glu-Ala-Arg-AMC fluorogenic substrate. inhibition, % at 5 µM. 220,000 tested, 0.14% active. AID 798;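 active = inhibition of at least 40%; inactive = inhibition below 40%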;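 note: fluorescence of freed AMC excited at 355 nm; 0% = enzyme without compound and 100% = no enzyme blank; many of its hits are not listed in these tables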
Target sequence (P03951 19-387 limits assumed): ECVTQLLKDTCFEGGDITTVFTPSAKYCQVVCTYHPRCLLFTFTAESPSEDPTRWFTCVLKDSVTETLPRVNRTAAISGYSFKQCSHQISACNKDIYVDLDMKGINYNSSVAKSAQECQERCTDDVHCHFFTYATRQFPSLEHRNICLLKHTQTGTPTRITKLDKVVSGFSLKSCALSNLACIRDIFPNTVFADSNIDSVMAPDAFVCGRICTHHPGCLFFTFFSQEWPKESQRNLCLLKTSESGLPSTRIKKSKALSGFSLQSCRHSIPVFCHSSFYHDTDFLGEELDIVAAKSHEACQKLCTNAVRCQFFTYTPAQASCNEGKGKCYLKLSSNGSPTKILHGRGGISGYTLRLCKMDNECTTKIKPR
Target sequence (P03951 388-625 limits assumed): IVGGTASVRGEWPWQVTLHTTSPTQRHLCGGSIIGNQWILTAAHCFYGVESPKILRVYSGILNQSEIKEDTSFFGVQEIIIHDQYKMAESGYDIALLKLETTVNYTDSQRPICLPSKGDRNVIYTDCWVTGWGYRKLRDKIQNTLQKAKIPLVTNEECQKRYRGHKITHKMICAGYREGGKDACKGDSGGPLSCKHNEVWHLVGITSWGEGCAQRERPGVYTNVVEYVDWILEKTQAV
Hck-Nef inh: inhibitors of human Hck kinase activated by Nef | P08631 | Recombinant Hck-YEEI plus Nef, Z-Lyte FRET kinase assay | inhibition, % at 20 µM | 220,000 tested, 0.68% active;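 active = Hck-Nef kinase inhibition above about 50%, limit read from the data; inactive = inhibition below that limit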;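 note: 0% = DMSO with Hck plus Nef and 100% = Hck alone without Nef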
14-3-3 Bad inh: disrupts binding of bovine 14-3-3 zeta to phospho-Bad peptide | P63103 | TR-FRET 14-3-3zeta/Dy647-pBad peptide displacement, 1 h | inhibition, % at 21.7 µM | 220,000 tested, 0.71% active;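 active = inhibition above about 70%, limit read from the data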;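 note: 0% = full 14-3-3 plus peptide FRET controls and 100% = background without 14-3-3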
Target sequence (P63103 whole entry, looked up): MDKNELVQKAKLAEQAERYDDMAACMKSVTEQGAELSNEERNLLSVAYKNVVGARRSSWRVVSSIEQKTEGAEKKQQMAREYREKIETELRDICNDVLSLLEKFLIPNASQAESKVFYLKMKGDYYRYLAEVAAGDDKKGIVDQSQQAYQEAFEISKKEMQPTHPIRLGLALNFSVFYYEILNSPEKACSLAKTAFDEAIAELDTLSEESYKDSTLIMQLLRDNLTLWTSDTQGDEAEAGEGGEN
FXIIa inh: blocks human coagulation factor XIIa protease activity. P00748. 220,000 tested, 0.3% active. purified FXIIa, Boc-QGR-AMC fluorogenic substrate, 2 h. inhibition, % at 5 µM; in the data active = inhibition above about 40%;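 note: 0% = enzyme with no compound and 100% = blank without enzyme; many of its hits are not listed in these tables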
Starred values were filed as active, the others as inactive; x = no result given; [ ] = remark or other dose.

item	Runt-CBFb FRET	Runt-SMMHC FRET	compound	hK5 inh	Wee1 degr inh	Thrombin inh	FXIa inh	Hck-Nef inh	14-3-3 Bad inh	FXIIa inh
1	-1	-2	CCS(=O)(=O)N1Cc2ccccc2CC1C(=O)OCC(=O)Nc1ccc(SC(F)F)cc1 (centres undefined)	-1	-1	-5	-8	11	6	5
2	-2	-7	O=C(NNC(=O)c1ccncc1)c1ccncc1	2	-1	-4	5	1	-2[fluorescence artefact?]	3
3	1	2	Cc1ccc(OCCNC(=O)c2ccco2)cc1C	16	0	-5	1	-1	9[fluorescence artefact?]	-6
4	0	3	Cc1ccc(NC(=O)CC(C(=O)O)c2ccccc2)cc1 (centres undefined)	-18	-3	-10	6	5	1[fluorescence artefact?]	6
5	-1	-1	COC(=O)Nc1csc2c1NC(=O)CCCC2	-2	0	1	0	-1	-3	8
6	0	0	O=C(N=NC(=O)c1ccc2c(O)n(CC3CCCO3)c(O)c2c1)c1cccnc1 (centres undefined)	-1	2	-1	8	4	-5	0
7	1	2	CN1CCC(NC(=O)Nc2cccc(C(F)(F)F)c2)CC1	11	-1	-5	-2	19	3	1
8	-3	0	CC(C)CC(=O)Nc1ccccc1N1CCN(c2ccccc2)CC1	-4	-1	5	-8	24	1	1
9	1	-3	COc1ccc(N2CCN(C(=O)C(C)(C)Oc3ccc(Cl)cc3)CC2)cc1	0	-2	-5	12	7	9[fluorescence artefact?]	19
10	1	2	Nc1nc(N)nc(-c2ccccc2)n1	-7	0	0	-10	1	6	-26
11	-4	1	CCOc1ccc(C2Nc3ccc4ccccc4c3-c3c2c(=O)oc2ccccc32)cc1 (centres undefined)	-37	-2	-2	0	16	13	5
12	-1	-2	CCOCCCNC(=O)/C(C#N)=C/c1ccc(Cl)c([N+](=O)[O-])c1	14	-3	6	6	5	9	9

item	Runt-CBFb FRET	Runt-SMMHC FRET	compound	hK5 inh	Wee1 degr inh	Thrombin inh	FXIa inh	Hck-Nef inh	14-3-3 Bad inh	FXIIa inh
13	-1	3	O=C(Cc1ccccc1)Nc1ccccc1C(=O)Nc1ccccc1	-13	11*	-10	-4	2	6[fluorescence artefact?]	5
14	0	2	O=C(Nc1ccccc1)OC1CC2CC1C1CCCC21 (centres undefined)	x	-1	-5	3	2	-8	12
15	3	-5	Cc1ccccc1OCCCC(=O)Nc1nncs1	-2	-1	-7	-3	21	-20	4
16	0	0	O=C(N/N=C/c1ccc2c(c1)OCO2)C(=O)N1CCCC1	11	3	-1	6	20	-3	5
17	15	-4	O=C(N/N=C/C=C/c1ccco1)c1cccnc1	14	-2	2	-1	-22	-14[fluorescence artefact?]	7
18	-1	-4	CCc1c(C)[nH]n(-c2nc(-c3cccc([N+](=O)[O-])c3)cs2)c1=O	-4	0	2	4	0	-5	12
19	10	3	O=[N+]([O-])c1ccc(-c2cn(-c3ccccc3)c(=S)[nH]2)cc1	-1	4	7	3	2	-2	4
20	x	x	COc1ccccc1Nc1ccncc1[N+](=O)[O-]	-6	1	-8	-6	22	-6	0
21	-1	2	CNC(=O)c1ccc(CNC(=O)OCc2ccccc2)cc1	-15	7	-5	-6	-7	-12	-1
22	-1	-27	COc1ccc(NC(=O)C2CCCN2C(=O)NC2CCCCC2)cc1OC (centres undefined)	-8	-1	2	0	1	-4[fluorescence artefact?]	8
23	-1	-2	Cn1c(COc2ccc(Cl)cc2)nc2ccccc2c1=O	17	0	-7	1	-1	90*	18
24	x	x	CCOc1ccc(N2C(=O)CC(N(Cc3ccco3)C(=O)CCC(=O)O)C2=O)cc1 (centres undefined)	0	7	-3	1	16	-6	5

item	Runt-CBFb FRET	Runt-SMMHC FRET	compound	hK5 inh	Wee1 degr inh	Thrombin inh	FXIa inh	Hck-Nef inh	14-3-3 Bad inh	FXIIa inh
25	-4	-6	COC(=O)C1=C(C)OC(N)=C(C#N)C1C1CCCCC1 (centres undefined)	-4	0	4	4	2	-12[fluorescence artefact?]	7
26	-1	-4	CC(=O)c1ccccc1NC(=O)COC(=O)/C=C/c1ccc(C)o1	4	2	1	2	28	3	9
27	4	0	CCC1CCCCN1CC(C)(C)NS(=O)(=O)c1ccccc1 (centres undefined)	-2	-1	-3	-1	3	10	8
28	-7	-9	COc1ccc(C2CC(C(F)(F)F)n3nc(C(=O)Nc4ccc5c(c4)OCO5)cc3N2)cc1 (centres undefined)	17	-1	36	-4	-1	9	43*
29	-2	2	CSc1ccccc1NC(=O)CN(C)CC(=O)Nc1ccccc1F	-12	0	2	9	4	-5	16
30	0	0	CSc1nnc(C)c(/C=C/NOCc2ccc(Cl)cc2)n1	-14	-3	2	-4	-26	-15	-1
31	0	59	CC(C)C(=O)Nc1ccccc1N1CCN(S(C)(=O)=O)CC1	-3	0	-11	-2	0	-15	-6
32	2	1	O=C(COc1ccc(-n2cnnn2)cc1)NC1CCCCC1	-8	3	-4	0	1	2[fluorescence artefact?]	6
33	0	-7	Cc1ccc(NC(=S)N2CCCCCC2)cc1	-1	-1	-6	3	-2	-8	8
34	-2	1	O=C(c1cccc(C(F)(F)F)c1)N1CCC(O)(CS(=O)(=O)Cc2ccccc2Cl)CC1	32	0	24	19	2	-1	25
35	2	0	COC(C(=O)Nc1ccc(F)cc1F)c1ccccc1 (centres undefined)	-3	1	3	1	0	1	7
36	-5	-9	COC(=O)c1ccc(C(=O)OC)c(NC(=O)COC(=O)C2CC2C)c1 (centres undefined)	1	1	-5	-5	3	1	10

item	Runt-CBFb FRET	Runt-SMMHC FRET	compound	hK5 inh	Wee1 degr inh	Thrombin inh	FXIa inh	Hck-Nef inh	14-3-3 Bad inh	FXIIa inh
37	-2	4	COc1cc(C(NC=O)C(=O)Nc2c(C)cccc2C)ccc1O (centres undefined)	-1	0	-3	22	1	-6	7
38	-1	2	CSCC[C@H](NC(=O)OC(C)(C)C)C(=O)N/N=C/c1ccc2nccnc2c1	2	-1	-8	-8	-7	-3	5
39	-2	-2	N#Cc1ccc(Oc2cccnc2)cc1C#N	-2	1	-5	-11	7	0	-4
40	-2	2	COc1ccc(N(CC(=O)NCc2ccc3c(c2)OCO3)S(C)(=O)=O)cc1OC	3	-1	-1	3	4	5	10
41	1	0	O=C(CSc1nnnn1C1CCCC1)Nc1ccccc1N1CCOCC1	-1	1	4	0	-68	-14	7
42	4	5	CN1CCN(c2ncnc3c2cnn3-c2ccc(Cl)cc2)CC1	-20	13*	-8	-3	10	1[fluorescence artefact?]	9
43	-1	3	CC(=O)Nc1ccc(NC(=O)C2CC(=O)Nc3nc4ccccc4n32)cc1 (centres undefined)	1	-2	2	1	17	-2	11
44	0	-5	COC(=O)c1c(C)oc(C)c1S(=O)(=O)N1CCOCC1	-4	2	-6	1	3	-4	4
45	1	0	CCn1cc(CNC(=O)/C=C/c2cnn(C)c2)c(C)n1	-14	1	-8	-11	0	-4	-1
46	-1	-4	COc1ccc(Nc2ccc(N3C(=O)CCC3=O)cc2[N+](=O)[O-])cn1	-3	-2	-5	-5	18	-4	4
47	0	4	CC1(C)C(=O)Nc2ccccc2N1C(=O)CSc1nnc2c(Cl)cc(Cl)cn12	-12	1	-4	7	5	-7[fluorescence artefact?]	17
48	1	2	Cc1ccc(C)c2[nH]c(=O)c(C(c3nnnn3C(C)(C)C)N3CC=C(c4ccc(F)cc4)CC3)cc12 (centres undefined)	-14	2	-6	2	4	-12[fluorescence artefact?]	6

Ordered by SMILES length (highest first): part of the list above
item	Runt-CBFb FRET	Runt-SMMHC FRET	compound	hK5 inh	Wee1 degr inh	Thrombin inh	FXIa inh	Hck-Nef inh	14-3-3 Bad inh	FXIIa inh
48	1	2	Cc1ccc(C)c2[nH]c(=O)c(C(c3nnnn3C(C)(C)C)N3CC=C(c4ccc(F)cc4)CC3)cc12 (centres undefined)	-14	2	-6	2	4	-12[fluorescence artefact?]	6
28	-7	-9	COc1ccc(C2CC(C(F)(F)F)n3nc(C(=O)Nc4ccc5c(c4)OCO5)cc3N2)cc1 (centres undefined)	17	-1	36	-4	-1	9	43*
34	-2	1	O=C(c1cccc(C(F)(F)F)c1)N1CCC(O)(CS(=O)(=O)Cc2ccccc2Cl)CC1	32	0	24	19	2	-1	25
38	-1	2	CSCC[C@H](NC(=O)OC(C)(C)C)C(=O)N/N=C/c1ccc2nccnc2c1	2	-1	-8	-8	-7	-3	5
47	0	4	CC1(C)C(=O)Nc2ccccc2N1C(=O)CSc1nnc2c(Cl)cc(Cl)cn12	-12	1	-4	7	5	-7[fluorescence artefact?]	17
46	-1	-4	COc1ccc(Nc2ccc(N3C(=O)CCC3=O)cc2[N+](=O)[O-])cn1	-3	-2	-5	-5	18	-4	4
43	-1	3	CC(=O)Nc1ccc(NC(=O)C2CC(=O)Nc3nc4ccccc4n32)cc1 (centres undefined)	1	-2	2	1	17	-2	11
36	-5	-9	COC(=O)c1ccc(C(=O)OC)c(NC(=O)COC(=O)C2CC2C)c1 (centres undefined)	1	1	-5	-5	3	1	10
31	0	59	CC(C)C(=O)Nc1ccccc1N1CCN(S(C)(=O)=O)CC1	-3	0	-11	-2	0	-15	-6
37	-2	4	COc1cc(C(NC=O)C(=O)Nc2c(C)cccc2C)ccc1O (centres undefined)	-1	0	-3	22	1	-6	7
42	4	5	CN1CCN(c2ncnc3c2cnn3-c2ccc(Cl)cc2)CC1	-20	13*	-8	-3	10	1[fluorescence artefact?]	9
45	1	0	CCn1cc(CNC(=O)/C=C/c2cnn(C)c2)c(C)n1	-14	1	-8	-11	0	-4	-1
30	0	0	CSc1nnc(C)c(/C=C/NOCc2ccc(Cl)cc2)n1	-14	-3	2	-4	-26	-15	-1
32	2	1	O=C(COc1ccc(-n2cnnn2)cc1)NC1CCCCC1	-8	3	-4	0	1	2[fluorescence artefact?]	6
35	2	0	COC(C(=O)Nc1ccc(F)cc1F)c1ccccc1 (centres undefined)	-3	1	3	1	0	1	7
33	0	-7	Cc1ccc(NC(=S)N2CCCCCC2)cc1	-1	-1	-6	3	-2	-8	8
39	-2	-2	N#Cc1ccc(Oc2cccnc2)cc1C#N	-2	1	-5	-11	7	0	-4

Continued:
item	Runt-CBFb FRET	Runt-SMMHC FRET	compound	hK5 inh	Wee1 degr inh	Thrombin inh	FXIa inh	Hck-Nef inh	14-3-3 Bad inh	FXIIa inh
49	-1	2	CC(C)Cc1cc(C(=O)N2CCC(N3CCC(C(=O)N4CCCC4)CC3)CC2)n[nH]1	x	-2	1	-2	-3	37	5
50	6	0	O=C(CSc1nnc(-c2ccccc2Cl)n1Cc1ccco1)Nc1ccc2c(c1)OCCO2	1	-3	-1	1	9	8	10
51	-2	-5	Cc1occc1C(=O)N1CCN(c2ccc(Cl)c(Cl)c2)CC1	6	0	2	3	-1	8	15
52	-1	-2	CCOC(=O)C1(CCc2ccccc2)CCN(C(=O)C2=C(C)OCCO2)CC1	x	0	-4	-3	-3	-1	4
53	-15	-80	O=C(COc1ccc2c(C(F)(F)F)cc(=O)oc2c1)Nc1ccc2c(c1)OCCO2	-4	0	6	-5	33	14	17
54	0	4	O=[N+]([O-])c1cccc(OCc2cn3cccnc3n2)c1	0	2	-3	-6	14	13	1
